Screening results (PubChem BioAssay)
A549 tox: kills or reduces viability of A549 cells in Nrf2 counter-screen. A549 ARE-Fluc cells, CellTiter-Fluor viability, 18-24 h. Potency, µM (doses to about 46 µM), inactives show at the highest dose activity change, negative = cytotoxicity, usual class: inhibitors. actives 0.16% (n = 390,000). AID 504648; further: potency means the concentration at half of the fitted maximal effect; on the % scale 0 is the no-effect control and ±100 the full control effect
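A549 ARE-Fluc cells in 5% FBS OPTI-MEM, 5000 cells/well, rested 2 h then exposed to compounds in concentration-response for 18-24 h at 37 °C. Viability by CellTiter-Fluor fluorescence (Ex 405/Em 525) after 30 min; luciferase luminescence (BugLite, 15 min, RT) read afterwards.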
TGFb inhibitor: TGF-b pathway inhibition; actives 1.2% (n = 410,000); Potency, µM (titrated, usually from 46.1 µM), for the others: at the top dose activity, negative = inhibition, most hits filed as inhibitors; HepG2 CAGA-GFP TGF-b/SMAD3 reporter, GFP fluorescence, 18 h; TGF-beta stimulated, 500 pg/mL final; further: potency means the concentration at half of the fitted maximal effect; on the % scale 0 is the no-effect control and ±100 the full control effect; nearly all actives have a fitted effect of over 65% in size
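Per well, imaged GFP fluorescence of HEPG2 CAGA-GFP cells gives the signal; cells get compound, then TGF-beta (500 pg/mL final), 18 h at 37 degrees C; %Activity versus -TGF-beta and +DMSO controls.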
EPAC2 ag: EPAC2 (human) agonism | Q8WZA2 | EPAC2 activation, biochemical qHTS; response scale: 100% = 6.5 mM cAMP response | Potency, µM (titrated, usually from 154 µM), for inactives: top-dose activation, hits mostly activators | actives 0.079% (n = 360,000) | AID 720711; further: potency means the concentration at half of the fitted maximal effect; nearly all actives have a fitted effect of over 50% in size
Target sequence (Q8WZA2 whole entry, looked up): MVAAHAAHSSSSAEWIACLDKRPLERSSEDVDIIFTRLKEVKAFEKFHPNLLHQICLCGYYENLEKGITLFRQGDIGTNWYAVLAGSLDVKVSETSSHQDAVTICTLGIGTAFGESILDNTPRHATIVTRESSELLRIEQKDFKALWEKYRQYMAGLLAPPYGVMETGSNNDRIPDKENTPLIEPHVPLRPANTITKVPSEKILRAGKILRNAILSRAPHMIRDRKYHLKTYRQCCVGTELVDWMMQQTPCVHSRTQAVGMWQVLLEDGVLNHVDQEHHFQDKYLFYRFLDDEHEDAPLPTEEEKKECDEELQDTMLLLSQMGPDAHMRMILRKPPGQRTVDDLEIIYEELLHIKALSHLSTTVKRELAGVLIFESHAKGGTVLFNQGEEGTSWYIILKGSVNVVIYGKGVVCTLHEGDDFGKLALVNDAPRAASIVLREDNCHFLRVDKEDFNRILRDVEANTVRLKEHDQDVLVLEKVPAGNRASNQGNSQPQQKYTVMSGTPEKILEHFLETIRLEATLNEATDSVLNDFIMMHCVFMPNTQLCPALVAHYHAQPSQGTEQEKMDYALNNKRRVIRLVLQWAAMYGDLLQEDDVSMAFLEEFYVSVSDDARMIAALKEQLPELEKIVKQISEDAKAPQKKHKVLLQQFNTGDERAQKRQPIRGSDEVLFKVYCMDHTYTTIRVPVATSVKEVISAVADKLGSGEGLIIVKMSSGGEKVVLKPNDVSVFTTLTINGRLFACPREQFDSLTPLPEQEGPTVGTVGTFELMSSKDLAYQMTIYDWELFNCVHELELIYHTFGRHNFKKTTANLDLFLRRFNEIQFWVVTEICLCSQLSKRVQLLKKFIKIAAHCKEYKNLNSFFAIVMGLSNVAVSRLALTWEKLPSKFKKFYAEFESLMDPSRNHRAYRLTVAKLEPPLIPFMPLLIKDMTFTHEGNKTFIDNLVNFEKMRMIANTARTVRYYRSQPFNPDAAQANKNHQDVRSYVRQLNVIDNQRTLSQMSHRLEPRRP
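Setup: EPAC2 100 nM, labeled Rap1B complex 250 nM, free GDP 50 uM. Compound titrations pinned in, brief spin, 5 min room temperature incubation. Kinetic fluorescence read over 30 min, normalized to 6.5 mM cAMP.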
Nrf2 inh: blocks Nrf2 signaling | Potency, µM (doses to about 46 µM), for inactives: top-dose activity change, negative = inhibition, actives largely listed as inhibitors | actives 2.1% (n = 360,000) | AID 504444 | A549 ARE-Fluc reporter, luciferase luminescence, 18-24 h; further: potency means the concentration at half of the fitted maximal effect; on the % scale 0 is the no-effect control and ±100 the full control effect; nearly all actives have a fitted effect of over 60% in size
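In this cell-based qHTS, ARE-driven firefly luciferase in A549 cells reports Nrf2 activity; the luminescent signal after BugLite lysis is the measured value, with a prior CellTiter-Fluor read for cell health.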
CCT modulator: modulators of cytosolic chaperonin (CCT/TRiC) activity | purified chaperonin ATPase assay, HTRF ADP detection, 30 min | activity change, % (test concentration not listed), hits read low | actives 0.3% (n = 360,000) | AID 651819; in the data active means activity change below about -30%; further: on the % scale 0 is the no-effect control and ±100 the full control effect
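TRiC at 40 or 20 nM final (batch-dependent) in 30 mM Tris pH 7.4, 100 mM KCl, 5 mM MgCl2, 1 mM DTT, with compound at single 76 uM and 10 uM ATP, 30 min at 37 deg C. ADP detected by HTRF Transcreener, 665/615 ratio.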
pAkt inh: blocks phosphorylation of Akt; AID 651550; Neuro2A IGF-stimulated pAkt S473 HTRF, 20 min; hits give low values; activity change, % for hits at 50 µM; actives 0.32% (n = 360,000); in the data active means activity change below about -80%; inconclusive means mostly about -51% to -80%; further: on the % scale 0 is the no-effect control and ±100 the full control effect
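Neuro2A cells in DMEM with 0.5% FBS, overnight at 37 deg C, given compound at single 50 µM final, then IGF (6 nM final) for 20 min at 37 deg C. Lysed; phospho-Akt Ser473 by HTRF after 24 h, 665/615 ratio.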
Nrf2 ARE act: activators of Nrf2 (ARE) signaling; AREc32 ARE-luciferase reporter (MCF7-derived line), luminescence, 24 h; AID 624171; Potency, µM (top dose mostly 46.1 µM), inactives show at the top dose activation, actives largely listed as activators; actives 0.31% (n = 410,000); further: potency means the concentration at half of the fitted maximal effect; % of control where 0% means no effect; nearly all actives have a fitted effect of over 65% in size
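Cells of the AREc32 ARE-luciferase line are plated in OPTI-MEM containing 5% FBS and left overnight at 37 deg C. Compounds are pinned in, incubation continues 24 hr, and firefly luciferase signal is then measured.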
MmCpn inh: M. maripaludis TRiC chaperonin inhibition; Potency, µM (highest dose often 76.9 µM), for inactives: top-dose activity, negative = inhibition, usual class: inhibitors; actives 0.031% (n = 330,000); purified Mm-Cpn ATPase, ADP Transcreener TR-FRET; further: potency means the concentration at half of the fitted maximal effect; on the % scale 0 is the no-effect control and ±100 the full control effect; nearly all actives have a fitted effect of over 80% in size
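ATPase read-out: TR-FRET ADP immunoassay (anti-ADP Eu cryptate vs ADP-d2), ex 320 nm, em 590/665 nm; signal drops as ADP forms. Enzyme 25 nM, ATP 10 uM, 30 min at 37°C after 10 min compound preincubation.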
EPAC2 antagonist: EPAC2 (human) antagonism. Q8WZA2. EPAC2 GEF exchange of Rap1B-BODIPY-GDP, fluorescence. Potency, µM (top dose mostly 114 µM), for inactives: top-dose activity, negative = inhibition, most hits filed as inhibitors. actives 0.18% (n = 360,000). AID 720708; further: potency means the concentration at half of the fitted maximal effect; on the % scale 0 is the no-effect control and ±100 the full control effect; nearly all actives have a fitted effect of over 45% in size; many of its hits are not listed in these tables
Active calls of the source: *; i = inactive; ? = inconclusive; . = no result given; [ ] = dose if it differs, or a comment. Unless noted, the call rests on the fitted dose curve; in most records, active means well fitted curve in the direction sought with a large enough effect; inconclusive means small, poorly fitted or top-dose-only effect, or another doubt; inactive means no such curve, though single readings can be large; an effect the other way counts as inactive or inconclusive. A portion of the library; the hit share may differ from the screen's.

| Compound | A549 tox | TGFb inhibitor | EPAC2 ag | Nrf2 inh | CCT modulator | pAkt inh | Nrf2 ARE act | MmCpn inh | EPAC2 antagonist |
| --- | --- | --- | --- | --- | --- | --- | --- | --- | --- |
| COc1ccc(N(CC(=O)N2CCCCCC2)S(C)(=O)=O)cc1Cl | 0.1% | 0.7% | 1.6% | ? | 1.2 | i | 0.4% | 1.4% | 2.0% |
| O=C(Nc1ccc2c(c1)OCO2)c1csc([C@@H]2C[C@H](O)[C@@H](CO)O2)n1 | . | -8.5% | 3.1% | . | -2.2 | i | 0.4% | . | 6.0% |
| Cc1cnc(NC(=O)Cn2cnc3c2c(=O)n(C)c(=O)n3C)s1 | -4.4% | -26.9% | -5.3% | 9.9% | -2.4 | i | -0.2% | 2.8% | 5.1% |
| CCOc1ccc2c(c1)c(=O)c(S(=O)(=O)c1ccc(CC)cc1)cn2Cc1cccc(Cl)c1 | -6.7% | 2.7% | . | -5.8% | . | . | -0.2% | . | . |
| O=C(CC12CC3CC(CC(C3)C1)C2)NCC(c1ccc(F)cc1)N1CCOCC1 (centres undefined) | -2.9% | -24.4% | -2.8% | 20.4% | -3.4 | i | 0.3% | 0.5% | -0.5% |
| CN(Cc1ccsc1)C(=O)CCc1nnc(CCCc2ccccc2)o1 | ? | 2.8% | 7.3% | ? | 2.5 | i | 2.0% | -2.1% | 3.4% |
| Nc1ccc2oc(-c3ccccc3Br)nc2c1 | -3.9% | -4.3% | . | ? | . | . | -1.1% | . | . |
| COc1ccc(Nc2nc(-c3cccs3)cs2)cc1 | -6.4% | -12.8% | 11.3% | ? | -1.2 | i | 9.1% | -3.4% | -1.7% |
| Cc1ccc(S(=O)(=O)NCCC(=O)N2CCOCC2)cc1C | -0.7% | 3.4% | 3.4% | 13.0% | -1.0 | i | -0.2% | 0.0% | 9.0% |
| CCOc1ccc(-c2c(C(=O)N/N=C/c3ccccc3)nnn2-c2nonc2N)cc1 | 3.1% | 23.5% | -1.9% | -12.0% | 0.8 | i | -0.2% | -1.2% | -6.8% |
| Cc1ccc(Cl)cc1Nc1nc(-c2sc(NC(=O)C(C)(C)C)nc2C)cs1 | 2.9% | -7.0% | -0.8% | 11.6µM* | -0.4 | i | 0.3% | -10.5% | 0.7% |
| CCOc1ccccc1CNC(=O)Cn1ccc2cc(S(=O)(=O)N3CCC(C)CC3)ccc21 | -11.6% | -27.7% | 9.1% | ? | -2.2 | i | 1.9% | -0.5% | -2.4% |
| Cc1cccc(C)c1OCc1cc(C(=O)NCc2ccc(Cl)s2)no1 | 4.1% | -0.8% | 7.4% | -17.9% | 0.0 | i | -0.9% | -0.5% | -17.7% |
| O=C(COC(=O)c1cccc(S(=O)(=O)N2CCOCC2)c1)Nc1ccc2c(c1)OCO2 | 2.9% | 6.6% | 2.1% | 18.2% | -0.9 | i | -1.0% | -0.3% | 2.5% |
| CCc1nnc(NC(=O)CN2CCN(Cc3ccccc3C)CC2)s1 | 0.9% | 4.6% | 12.8% | 8.6% | -0.9 | i | -0.5% | 0.0% | -2.6% |
| Cc1ccc([C@@H]2C[C@H]3[C@@H](CN2S(=O)(=O)c2ccc(C)cc2)C(=O)C[C@@H](c2ccc(C)cc2)N3S(=O)(=O)c2ccc(Cl)cc2)cc1 | . | ? | 13.8% | . | -0.4 | i | 0.7% | . | 7.9% |
| O=C(COC(=O)c1cc(Cl)ccc1O)Nc1cc(C(F)(F)F)ccc1N1CCOCC1 | 1.0% | -19.4% | -0.6% | -8.5% | -0.5 | i | 0.4% | -0.1% | 10.8% |
| COc1ccc2nc(-c3ccccc3)[nH]c(=O)c2c1 | -1.9% | 16.2% | 7.5% | 14.8% | -1.8 | i | 10.9% | . | 15.3% |
| COc1ccccc1/C=C/C1(C(=O)NC2CCCC2)CC(=O)N1c1ccccc1 (centres undefined) | -10.1% | ? | 1.3% | 2.6% | -0.3 | i | -0.9% | -0.4% | -1.6% |
| O=C(NCc1ccncc1)c1cc(-c2ccc(Cl)cc2)oc1C(F)(F)F | -1.6% | ? | -2.6% | ? | -2.3 | i | 0.4% | -2.0% | -4.0% |
| Cc1ccc(CNc2nc3nc(C)c(Cl)c(C)n3n2)cc1 | 2.2% | -7.6% | . | ? | . | . | 4.6% | . | . |
| O=C1NC[C@H](CCCCN2C[C@H](Cc3ccccc3)N(Cc3ccccc3)C(=O)C2=O)N(CC2CCCCC2)C1=O | . | . | 2.0% | . | 0.5 | i | 0.1% | . | -1.3% |
| COc1ccc2c(Sc3ccccc3)c(C(=O)NCc3cc(Br)ccc3OC)[nH]c2c1 | 5.5% | 0.1% | . | ? | . | . | 3.3% | . | . |
| Cc1ccc(OCCNC(=O)Cn2cnc3c(=O)n(C)c(=O)n(C)c32)cc1C | -3.5% | 0.0% | 0.0% | -17.2% | 0.8 | i | -0.6% | 0.2% | 4.8% |
| O=C(CN(C(=O)C1COc2ccccc2O1)c1ccccc1)NCC1CCCO1 (centres undefined) | 3.0% | ? | 2.9% | 7.0% | 1.0 | i | -0.6% | -1.3% | -5.0% |
| COc1ccc(OCCSc2nc3ccccc3n2CC(=O)N2CCOCC2)cc1 | -0.9% | 3.1% | . | ? | . | . | 0.0% | . | . |
| CC1CCCCN1S(=O)(=O)c1ccc(C(=O)Nc2nnc(C3CC3)o2)cc1 (centres undefined) | -16.3% | -10.5% | 0.0% | 13µM* | -1.4 | i | -0.9% | 0.2% | -2.7% |
| O=C(Nc1cccc(O)c1)c1ccccc1 | 0.2% | 7.6% | 3.9% | . | -2.4 | . | 0.7% | 1.3% | -11.3% |
| O=C(O)CC1C(=O)NCCN1Cc1cccs1 (centres undefined) | -11.4% | 5.3% | -2.0% | 10.3% | 0.9 | i | -0.9% | 0.7% | 26.1% |
| COc1ccc(NC(=O)CSc2nnc(Cn3cnc4ccccc43)o2)cc1 | 4.0% | 1.2% | 10.5% | -3.9% | -4.1 | i | 0.3% | -0.1% | 0.7% |
| Cc1ccc(SCc2cn3cc(Cl)ccc3n2)cc1 | -22.0% | 1.5% | 4.6% | 24.3% | 0.1 | i | 0.7% | -0.1% | -22.4% |
| CCN(CC)S(=O)(=O)c1ccc(C)c(NC(=O)CNc2cccc(S(=O)(=O)N3CCCC3)c2)c1 | -16.6% | ? | -11.3% | ? | -2.2 | i | 0.3% | -1.3% | -16.8% |
| COc1cc(C)c(C)cc1S(=O)(=O)N1CCCCC1c1cccnc1 (centres undefined) | 1.1% | 13.7% | 3.2% | 5.5% | -1.7 | i | -0.2% | -2.6% | -1.6% |
| O=C(/C=C/Nc1ccc(S(=O)(=O)Nc2ncccn2)cc1)c1ccc(Cl)c(Cl)c1 | -1.4% | 1.5% | 14.7% | -12.4% | -5.6 | i | 0.2% | -3.3% | 9.1% |
| COc1ccc(S(=O)(=O)N2CCCCCC2)cc1C(=O)NCc1ccccc1Cl | -1.6% | -11.8% | 1.1% | ? | 0.2 | i | -0.1% | -0.6% | -2.0% |
| COc1ccc(CC(=O)Nc2cccc(SC)c2)cc1 | 6.3% | 1.9% | -0.8% | 1.4% | 0.2 | i | -0.7% | 1.4% | 10.1% |
| COc1cc2nc(CN(CCC(C)C)Cc3nc4cc(OC)c(OC)cc4c(=O)[nH]3)[nH]c(=O)c2cc1OC | 3.3% | 0.9% | -59.4%[inhibitor] | 1.6% | -2.4 | i | -0.4% | 1.4% | -3.6% |
| CC(=O)Nc1ccccc1-c1nc2ccccc2n(C(C)C(=O)Nc2cc(Cl)ccc2C)c1=O (centres undefined) | 7.3% | ? | . | 14.7% | . | . | 1.2% | . | . |
| CCOC(=O)c1nncc(-c2ccccc2)n1 | 0.5% | -31.4% | 6.5% | -5.7% | -2.8 | i | -0.5% | 1.0% | 7.7% |
| CCOc1ccc(C(C)NC(=S)NC2CCCCC2)cc1OCC (centres undefined) | -5.9% | ? | 10.4% | ? | -0.9 | i | 0.4% | 0.2% | 0.3% |
| Cc1ccc(S(=O)(=O)N2C[C@H]3[C@H]4C(=O)N(C5CCCCC5)C(=O)[C@H]4CC(=O)[C@H]3[C@@H]2c2cccc3ccccc23)cc1 | . | -19.3% | 1.8% | . | -0.1 | i | -1.4% | . | -3.8% |
| O=c1c2ccc(Cl)cc2[nH]c(=S)n1CCCN1CCOCC1 | 8.6% | -3.7% | 14.7% | 2.6% | 0.2 | i | 0.1% | 1.6% | 8.7% |
| Cc1ccc(C(=O)N/C(=C/c2cccc([N+](=O)[O-])c2)C(=O)NCC2CCCO2)cc1 (centres undefined) | -13.1% | -6.0% | 4.6% | 5.6% | -0.5 | i | -0.3% | 0.1% | 1.6% |
| CCc1nc(SCC(=O)NNC(=O)C2CCCCC2)c2ccccc2n1 | 2.2% | 20.7% | -8.2% | 0.5% | -2.4 | i | -0.2% | -3.2% | 4.8% |
| Cc1ccc(N2C(=O)CC(N(O)C3CC(=O)N(c4ccc(C)cc4)C3=O)C2=O)cc1 (centres undefined) | -2.9% | -1.1% | -1.9% | -1.7% | -2.0 | i | 3.8% | -0.3% | 6.2% |
| CCOC(=O)c1sc(NC(=O)c2nc(SCC)ncc2Cl)c(C(=O)OCC)c1C | 4.7% | -8.2% | . | 6.1% | . | . | 0.3% | . | . |
